RNase H inhibition – RNase H inhibition, HIV 1 Gag Pol polyprotein, FRET biochemical assay, screening (AID 372). HIV-1 RT RNase H, FRET RNA/DNA substrate fluorescence; higher % means a stronger effect. one-dose inhibition, % at 10 µM; IC50 in µM for titrated hits. actives 0.77% (n = 100,000); in the data active means inhibition above about 50%
* hit, by the source's call. Only part of the results is shown; count on the stated rates, not on these rows.

SMILES	RNase H inhibition
CC(=O)Nc1cccc(N=Cc2c(O)ccc3ccccc23)c1	36%
Cc1cc(-c2ccccc2)nc(Nc2nc(C)c3cc(C)c(C)cc3n2)n1	0%
OC12CC3CC(C1)C(N1CCN4CCCC4C1)C(C3)C2 (stereo not drawn)	5%
CCOc1cc(Br)cc(C=Nc2cc(C)cc(C)c2O)c1O	0%
COc1c(Cl)cc(C(=O)Nc2cc(-c3nc4cc(C)ccc4o3)ccc2C)cc1Cl	46%
Cn1cccc1C=Nn1c(-c2ccc(Cl)cc2)n[nH]c1=S	49%
Cc1ccccc1C(=O)NC(=S)Nc1ccc(N2CCCC2)cc1	33%
C=CCOc1c(Cl)cc(C=O)cc1Cl	46%
O=C(Nc1ccccc1C(=O)Nc1ccccn1)c1ccccc1Cl	10%
CCc1ccc(OCC(O)CN2CCOCC2)cc1 (stereo not drawn)	1%
COc1ccc(-c2n[nH]c(=S)n2N=Cc2cccn2C)cc1	9%
O=S(=O)(NCc1ccncc1)c1ccc(F)cc1	15%
CCCCCOc1ccc(C(C2=C(O)CC(C)(C)CC2=O)C2C(=O)CC(C)(C)CC2=O)cc1 (stereo not drawn)	5%
Cc1ccccc1NC(=S)NC(=O)Cc1ccccc1	11%
COc1cc(C(=O)N/N=C/c2ccsc2C)cc(OC)c1OC	4%
COc1ccc2ccccc2c1/C=C1\SC(=S)N(c2ccccc2)C1=O	22%
CCOc1ccc(C)cc1NC(=O)c1ccc(Br)cc1	6%
COc1cc(/C=C2\SC(=S)NC2=O)ccc1OCC(=O)O	4%
CCN1/C(=C2/SC(=S)N(c3ccccc3)C2=O)C=Cc2ccccc21	6%
O=C1CC(c2ccccc2Cl)CC2=C1C(c1ccsc1)Nc1ccccc1N2 (stereo not drawn)	20%
O=C(CSCc1ccccc1Cl)Nc1ccc(Br)cc1	41%
CCOC(=O)c1c(C)[nH]c(/C=C(\C#N)C(=N)N2CCOCC2)c1O	0%
CC(=O)c1ccc(N/C=C\C(=O)c2ccc3ccccc3c2)cc1	18%
COc1ccc(-c2cc(C(F)(F)F)n3nc(-c4ccccc4)cc3n2)cc1	11%
Cc1ccc(C(=O)CCNc2ccc(F)cc2)o1	10%

Another view of part of the listing above:
molecule,RNase H inhibition
CCOc1cc(Br)cc(C=Nc2cc(C)cc(C)c2O)c1O,0%
COc1c(Cl)cc(C(=O)Nc2cc(-c3nc4cc(C)ccc4o3)ccc2C)cc1Cl,46%
Cn1cccc1C=Nn1c(-c2ccc(Cl)cc2)n[nH]c1=S,49%

In the list so far, 3 contain fluorine.
SMILES	RNase H inhibition
O=S(=O)(NCc1ccncc1)c1ccc(F)cc1	15%
COc1ccc(-c2cc(C(F)(F)F)n3nc(-c4ccccc4)cc3n2)cc1	11%
Cc1ccc(C(=O)CCNc2ccc(F)cc2)o1	10%

(listing goes on)
SMILES	RNase H inhibition
CCOC(=O)C1=C(C)N=c2s/c(=C\c3c(C)[nH]c4ccccc34)c(=O)n2C1c1ccc(N(C)C)cc1 (stereo not drawn)	18%
C=CCN1C(=O)/C(=C\c2ccc(-c3ccc(F)cc3)o2)C(=O)NC1=S	23%
COc1ccc(C(=O)/C=C\Nc2ccc([N+](=O)[O-])cc2C)c(OC)c1	5%
O=C(NN1C(=O)c2ccccc2C1=O)c1ccn[nH]1	3%
O=[N+]([O-])c1ccc(S(=O)(=O)N/N=C/c2ccc3c(c2)OCO3)cc1	0%
CCOC(=O)c1c(NC(=O)c2ccccc2[N+](=O)[O-])sc2c1CCCCCC2	12%
Cc1ccc(N=Cc2ccc([N+](=O)[O-])s2)cc1[N+](=O)[O-]	24%
Cc1cc(C)c(NC(=O)COc2ccc(Br)cc2Cl)c(C)c1	16%
C/C(CC(O)c1ccc2ccccc2n1)=N\O (stereo not drawn)	1%
CCOC(=O)C1=C(CC)OC(N)=C(C#N)C1c1cccnc1 (stereo not drawn)	9%
COc1ccc(C(=O)SC2=NCCS2)cc1	0%
COC(=O)C1=C(C)N=c2s/c(=C/c3cccs3)c(=O)n2C1c1ccc(C(C)(C)C)cc1 (stereo not drawn)	16%
COc1ccc(CC(=O)Nc2cc(C)cc(C)c2)cc1	3%
COc1cc(/C=C2\C(=O)NC(=O)N(c3ccc(Br)cc3C)C2=O)cc(OC)c1OC	5%
CC(C)(C)C1CCC(C(=O)N/N=C/c2cc([N+](=O)[O-])ccc2O)CC1 (stereo not drawn)	9%
CCOC(=O)C(=CNc1cccc(Br)c1)C(=O)OCC	7%
O=Cc1cccc(OCc2ccc(F)cc2)c1	13%
COc1ccc(/C(C)=N\N=C2\NC(=O)CC(C(=O)NCCc3ccc(S(N)(=O)=O)cc3)S2)cc1 (stereo not drawn)	0%
Cc1cc(Br)ccc1OCC(=O)N1CCCCC1	6%
CC(C)CC(=O)N1CCc2ccccc21	18%
O=C(N/N=C/c1ccc(/C=N/NC(=O)c2ccccc2O)cc1)c1ccccc1O	6%
CCCOC(=O)/C(=C\c1cccc([N+](=O)[O-])c1)NC(=O)c1ccccc1	11%
O=C1/C(=C\c2ccccc2C(F)(F)F)SC(=S)N1Cc1ccccc1	12%
O=C(CSCc1ccc(Cl)cc1)Nc1ccc(C(=O)Nc2nccs2)cc1	11%
CC(C)N(Cc1ccccc1)C(=O)CN1C(=O)c2ccccc2C1=O	0%

Other records follow:
SMILES	RNase H inhibition
COc1cc(C)ccc1OCCOCCOc1ccc(Cl)cc1Cl	13%
O=C(NCc1ccc(Cl)cc1)C(=O)N/N=C/c1ccc(Br)cc1	0%
Cc1ccc(Cl)cc1NC(=O)C1CC(=O)N(c2ccc(Br)cc2)C1 (stereo not drawn)	5%
Cc1cc(N(C)/N=C/c2cc(Br)ccc2O)nc(-c2ccccc2O)n1	10%
COC(=O)c1c(N2C(=O)C=CC2=O)sc(C)c1C	1%
NC(=O)CSc1nc2sc3c(c2c(=O)n1-c1ccccc1)CCC3	0%
O=C(Nc1ccc(F)c([N+](=O)[O-])c1)c1cc2ccccc2o1	4%
CCOc1ccc(NC(=O)CC2S/C(=N\N=C(/C)c3ccc([N+](=O)[O-])cc3)NC2=O)cc1 (stereo not drawn)	2%
COc1cccc(C2NC(=O)NC(C)=C2C(=O)Nc2ccc(C)c(Cl)c2)c1OC (stereo not drawn)	0%
O=C(O)c1c[nH]c2ccc([N+](=O)[O-])cc2c1=O	4%
O=C(N1CCCCC1)C12CC3CCC(CC(C3)C1)C2	6%
Cc1ccc([N+](=O)[O-])cc1NC(=O)c1ccccc1C(=O)O	6%
CC(C)C(=O)Nc1ccc(Oc2ccc(C(=O)O)c(C(=O)O)c2)cc1	2%
O=C(N/N=C\c1cc(Br)cc(Br)c1OC(=O)c1cccc(Br)c1)c1ccc(Br)cc1	7%
Cc1ccc(-c2nc3ccccc3o2)cc1NC(=O)c1ccccc1Br	0%
O=C1c2[nH]nc(-c3ccccc3)c2C(c2cccc([N+](=O)[O-])c2)N1c1ccccc1 (stereo not drawn)	8%
CCc1cc(=O)oc2c(C)c(OCc3ccc(OC)cc3)ccc12	1%
N#Cc1c(/N=C/c2c(O)ccc3ccccc23)oc(-c2ccccc2)c1-c1ccccc1	32%
Cc1ccc(NC(=O)c2ccco2)cc1Br	4%
CC(=O)Nc1ccc(S(=O)(=O)N2CCN(C(=O)c3ccc([N+](=O)[O-])cc3)CC2)cc1	0%
c1coc(CNc2nc(N3CCOCC3)nc(N3CCOCC3)n2)c1	18%
CCCOc1c(Cl)cc(/C=C2\N=C(c3ccc(F)cc3)OC2=O)cc1OCC	17%
O=C(Nc1ccccc1Br)c1ccc(N2C(=O)c3ccccc3C2=O)cc1	7%
COc1cc(/C=C2\C(=O)NC(=O)N(C)C2=O)cc(I)c1O	11%
CS(=O)(=O)N(CC(=O)NCCSCc1ccccc1)c1ccc(F)cc1	6%

Reprinted from the part before: 2 entries, then new ones.
SMILES	RNase H inhibition
COc1cc(/C=C2\C(=O)NC(=O)N(C)C2=O)cc(I)c1O	11%
CS(=O)(=O)N(CC(=O)NCCSCc1ccccc1)c1ccc(F)cc1	6%
CCOC(=O)c1c(CC(C)C)csc1NC(C)=O	9%
NNC(=S)NC12CC3CC(CC(C3)C1)C2	2%
O=C(/C=C1/NC(=S)N(c2ccccc2)C1=O)c1ccc(Cl)cc1	0%
C=C(C)Cn1c(SCC(=O)O)nnc1-c1ccc(C(C)(C)C)cc1	0%
O=C(CN1C(=O)CCC1=O)NCCc1ccccc1	0%
CC(C)c1cccc(C(C)C)c1NC(=O)c1ccc([N+](=O)[O-])cc1Cl	10%
CNC(=O)C(=O)Nc1cccc(Cl)c1	6%
COc1ccc(CCNC(=O)COc2cc(C)c(Cl)c(C)c2)cc1	19%
CCNc1ccc(C(O)(C(=O)OC)C(F)(F)F)cc1 (stereo not drawn)	0%
COC(=O)CCN1C(=O)/C(=C/c2ccccc2Cl)SC1=S	17%
O=C(Nc1cc(Br)cc(NC(=O)c2ccc([N+](=O)[O-])cc2)c1)c1ccc([N+](=O)[O-])cc1	3%
COc1c(Cl)cc(C(=O)Nc2ccc(C)cc2[N+](=O)[O-])cc1Cl	11%
Cc1cc(C)cc(NC(=O)c2ccc(Cl)c([N+](=O)[O-])c2)c1	0%
O=C(Nc1ccc(O)c(-c2nc3ccccc3o2)c1)c1ccccc1I	10%
COc1cc(/C=C2/C(=O)NC(=O)N(Cc3ccco3)C2=O)ccc1OCC(=O)O	22%
O=C(c1ccc(Cl)cc1[N+](=O)[O-])N1CCN(C/C=C/c2ccccc2)CC1	9%
O=C(NC(NC(=O)C(c1ccccc1)c1ccccc1)c1ccc(F)cc1)C(c1ccccc1)c1ccccc1	23%
O=C(Nc1cccc(NC(=O)c2ccccc2I)c1)c1ccccc1Br	13%
COc1ccc(/C=N/N2CCN(c3ccccc3)CC2)cc1Br	17%
Cc1ccc(/C=C(\C#N)c2nc(-c3cccc(Br)c3)cs2)o1	29%
COc1cc(CN2CCN(c3cccc(C)c3C)CC2)cc(I)c1O	10%
Cc1cc2nn(-c3ccccc3)nc2cc1NC(=S)NC(=O)c1ccc(Cl)cc1Cl	19%
CC1CCC(CC(=O)OCc2ccccc2)C1(C)C (stereo not drawn)	15%
O=C(Nc1ccc(Br)cn1)c1cc2n(n1)C(C(F)(F)F)CC(c1cccs1)N2 (stereo not drawn)	20%
Cc1cc(=O)[nH]c(SCC(=O)Nc2cccc(C)c2C)n1	0%

The listing continues.
SMILES	RNase H inhibition
O=C(CSc1nnc(CCCN2C(=O)c3cccc4cccc(c34)C2=O)n1-c1ccccc1)NCc1cccnc1	1%
O=C1C(=O)N(CCCn2ccnc2)C(c2ccccc2F)/C1=C(\O)c1ccc(Cl)cc1 (stereo not drawn)	10%
CC(/C=C/c1ccccc1)=N\NC(=O)c1cccc(F)c1	1%
Cc1ccccc1-c1noc(-c2ccc(C(C)(C)C)cc2)n1	13%
O=C1C(=O)N(c2ccc(Cl)cc2)C(c2ccc([N+](=O)[O-])cc2)/C1=C(/O)c1ccccc1 (stereo not drawn)	11%
COc1cccc(Nc2nnc(-c3cc4cccc(OC)c4oc3=O)s2)c1	41%
COc1ccc(C(C)=O)cc1N1C(=O)C2C3C=CC(C3=C(c3ccccc3)c3ccccc3)C2C1=O (stereo not drawn)	7%
CCOC(=O)C1=C(C)N=c2s/c(=C\c3cccc(OCc4ccc(Cl)cc4Cl)c3)c(=O)n2C1c1ccc(OC)cc1 (stereo not drawn)	0%
COc1ccc(-c2csc(Nc3cccc(C(F)(F)F)c3)n2)cc1F	8%
CC(=O)Oc1ccc(/C=C2/N=C(c3cccc(C)c3)OC2=O)cc1	0%
CC(=O)c1c(OC(=O)c2ccco2)ccc2c(C)cc(=O)oc12	2%
COC(=O)C1=C(C)N(C)C(C)=C(C(=O)OC)C1c1ccccc1Br	8%
CCOC(=O)C1=C(O)/C(=C\c2ccccc2Cl)N=C1C	0%
Cc1c(NC(=O)COc2ccc(Cl)cc2)cccc1[N+](=O)[O-]	14%
CC1CCCCC1NC(=O)/C(C#N)=C/c1cc2c(cc1Br)OCO2 (stereo not drawn)	6%
C/C(=N\Nc1nc(-c2ccc(C)cc2)nc2ccccc12)c1ccc(I)cc1	12%
COc1ccc2c(c1)-c1c(ssc1=Nc1ccc(S(=O)(=O)NC(C)=O)cc1)C(C)(C)N2	11%
Cc1ccc(/C=C2\SC(=S)N(c3cccc(C)c3C)C2=O)cc1	12%
O=C(NC(NC(=S)Nc1ccc(F)cc1)C(Cl)(Cl)Cl)c1ccc(F)cc1 (stereo not drawn)	0%
CCOC(=O)C1=C(N)Oc2ccc3ccccc3c2C1c1ccc(Br)cc1 (stereo not drawn)	14%
O=C(/C=C/c1ccccc1)NCCOC(=O)Nc1ccccc1	12%
O=C(NC(Oc1ccc2ccccc2c1)C(Br)(Br)Br)c1ccccc1 (stereo not drawn)	2%
Cc1cc(-c2ccc(/C=C3/C(=O)NN(c4ccc(Cl)cc4)C3=O)o2)c([N+](=O)[O-])cc1C	27%

In the list so far, these contain a furan ring, fused or not:
SMILES	RNase H inhibition
Cc1ccc(C(=O)CCNc2ccc(F)cc2)o1	10%
C=CCN1C(=O)/C(=C\c2ccc(-c3ccc(F)cc3)o2)C(=O)NC1=S	23%
O=C(Nc1ccc(F)c([N+](=O)[O-])c1)c1cc2ccccc2o1	4%
N#Cc1c(/N=C/c2c(O)ccc3ccccc23)oc(-c2ccccc2)c1-c1ccccc1	32%
Cc1ccc(NC(=O)c2ccco2)cc1Br	4%
c1coc(CNc2nc(N3CCOCC3)nc(N3CCOCC3)n2)c1	18%
COc1cc(/C=C2/C(=O)NC(=O)N(Cc3ccco3)C2=O)ccc1OCC(=O)O	22%
Cc1ccc(/C=C(\C#N)c2nc(-c3cccc(Br)c3)cs2)o1	29%
CC(=O)c1c(OC(=O)c2ccco2)ccc2c(C)cc(=O)oc12	2%
Cc1cc(-c2ccc(/C=C3/C(=O)NN(c4ccc(Cl)cc4)C3=O)o2)c([N+](=O)[O-])cc1C	27%

Bioassay records from PubChem.
